GPR7 antagonist – antagonists of human GPR7 (neuropeptides B/W receptor 1); GPR7-expressing cells, fluorescence antagonist assay; 290,000 compounds, 1.1% hits; AID 1861; inhibition, % at 4.4 µM; in the data active means inhibition above about 16%, passing the limit was not always enough;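 further: cells stimulated with the agonist NPW; 0% = agonist with vehicle and 100% = vehicle without agonist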
VIM-2 inh – blocks Pseudomonas aeruginosa VIM-2 metallo-beta-lactamase; purified VIM-2, nitrocefin hydrolysis, epi-absorbance fluorescence; 290,000 compounds, 0.89% hits; inhibition, % at 5.6 µM;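 active means inhibition above the mean of all tested compounds plus 3 SD, cutoff set per screening run, cut at about 7.5% in these data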;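 further: red hydrolysis product quenches plate fluorescence so inhibitors raise well fluorescence; 0% = enzyme with DMSO and 100% = DMSO without enzyme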
HCV NS3 hel inh – blocks Hepatitis C virus NS3 helicase unwinding. NS3 helicase DNA unwinding, Cy5 molecular beacon fluorescence. inhibition, % at 10.9 µM. 290,000 compounds, 0.56% hits. AID 1800;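 active means inhibition above the mean of all tested compounds plus 3 SD, set per campaign, cut at about 35% in these data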;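 further: 0% = DMSO wells and 100% = thioflavine S control wells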
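Assay system: hepatitis C virus NS3 helicase domain fragment enzyme. Also added: annealed dual-labelled DNA beacon duplex, ATP-started. Timing: 1 h reaction at 25 °C, ATP-initiated. Technique: Cy5 fluorescence at 0 and 60 min, beacon hairpin quenching. Evaluation: % inhibition of unwinding. Replication: one well per compound.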
V1aR counter – activates human V1a receptor in oxytocin agonist counter-screen; CHO-V1R cells, Fluo-8 calcium fluorescence, agonist mode; 0% DMSO, 100% 3 nM vasopressin; activation, % at 3 µM; 320,000 compounds, 0.25% hits; AID 2797;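 active means activation above the mean activation of all tested compounds plus 3 SD, per screening run, cut at about 20% in these data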;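 further: signal is peak over basal fluorescence ratio across a 100 second FLIPR read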
Target sequence (P37288 whole entry, looked up): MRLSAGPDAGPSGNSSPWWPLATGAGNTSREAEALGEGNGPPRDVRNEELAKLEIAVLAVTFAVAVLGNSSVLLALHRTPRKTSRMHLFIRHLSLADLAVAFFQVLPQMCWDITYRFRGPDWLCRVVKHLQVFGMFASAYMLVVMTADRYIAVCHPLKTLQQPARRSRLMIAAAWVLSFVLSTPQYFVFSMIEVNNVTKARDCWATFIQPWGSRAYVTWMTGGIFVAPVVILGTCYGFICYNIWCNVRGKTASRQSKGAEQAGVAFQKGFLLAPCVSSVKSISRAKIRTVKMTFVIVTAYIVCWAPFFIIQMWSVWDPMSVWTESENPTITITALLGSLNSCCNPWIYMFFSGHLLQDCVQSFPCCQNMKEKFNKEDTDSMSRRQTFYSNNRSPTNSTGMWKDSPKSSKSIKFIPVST
IMP-1 inhibitor – blocks Pseudomonas aeruginosa IMP-1 metallo-beta-lactamase; 290,000 compounds, 0.45% hits; inhibition, % at 5.6 µM; purified IMP-1, nitrocefin hydrolysis, epi-absorbance fluorescence; AID 1556;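 active means inhibition above the mean plus 3 SD of all compounds in the same screening run, cut at about 4.5% in these data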;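 further: 0% = IMP-1 with DMSO and 100% = DMSO wells lacking enzyme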
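assay system = purified recombinant IMP-1 metallo-beta-lactamase enzyme | schedule = 15 min preincubation plus 25 min reaction at 25 °C | signal = Epi-absorbance fluorescence, 480 nm excitation, 530 nm emission | read-out basis = percent inhibition from optical density relative to buffer-blank wells | controls = IMP-1 with DMSO as 0%, enzyme-free DMSO as 100%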
OXTR ag – agonists of human oxytocin receptor. 320,000 compounds, 0.32% hits. activation, % at 3 µM. CHO-OTR cells, Fluo-8 calcium fluorescence; normalized: DMSO 0%, oxytocin 100%. P30559;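 active means activation above the mean of all tested compounds plus 3 SD, cutoff set per screening run, cut at about 20% in these data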;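 further: peak over basal fluorescence ratio from a 100 s FLIPR kinetic read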
Target sequence (P30559 whole entry, looked up): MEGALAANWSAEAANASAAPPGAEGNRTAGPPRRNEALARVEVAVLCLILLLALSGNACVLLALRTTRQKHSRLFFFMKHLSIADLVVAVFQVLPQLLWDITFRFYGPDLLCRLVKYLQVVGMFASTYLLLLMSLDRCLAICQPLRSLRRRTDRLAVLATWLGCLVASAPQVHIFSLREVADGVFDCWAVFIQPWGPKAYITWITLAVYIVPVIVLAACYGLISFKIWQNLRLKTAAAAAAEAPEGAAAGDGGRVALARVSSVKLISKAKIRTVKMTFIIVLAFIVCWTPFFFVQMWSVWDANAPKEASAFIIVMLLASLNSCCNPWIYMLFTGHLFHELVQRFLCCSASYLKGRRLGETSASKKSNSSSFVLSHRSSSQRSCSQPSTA
PHOSPHO1 inh – PHOSPHO1 (human) inhibition; 290,000 compounds, 1.1% hits; inhibition, % at 13.3 µM; recombinant PHOSPHO1, absorbance phosphatase assay; Q8TCT1; AID 1565; in the data active means inhibition above about 60%
Target sequence (Q8TCT1 whole entry, looked up): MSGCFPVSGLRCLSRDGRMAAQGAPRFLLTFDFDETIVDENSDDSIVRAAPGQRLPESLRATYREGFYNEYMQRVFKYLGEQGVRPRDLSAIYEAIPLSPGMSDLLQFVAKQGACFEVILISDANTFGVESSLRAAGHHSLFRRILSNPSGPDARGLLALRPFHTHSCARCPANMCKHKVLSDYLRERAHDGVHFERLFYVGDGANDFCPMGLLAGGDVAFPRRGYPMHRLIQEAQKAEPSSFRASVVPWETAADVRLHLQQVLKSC
FID counter – displaces DNA intercalator in HCV helicase counter-screen; DNA fluorescent intercalator displacement, fluorescence; inhibition, % at 7.9 µM; 290,000 compounds, 0.17% hits; AID 1845; in the data active means inhibition above about 37%;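 further: 0% = vehicle and 100% = reference compound; higher means more ethidium bromide displaced from hairpin DNA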
GalR3 antagonist – blocks the human galanin receptor 3. HEK293 GalR3-CNG cAMP membrane potential fluorescence; galR3 body fused to GalR1 C-terminus. inhibition, % at 3 µM. 360,000 compounds, 0.44% hits. AID 651719;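 active means inhibition above the screen-wide average plus 3 SD, cut at about 13% in these data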;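 further: forskolin and galanin both at EC90 stimulate the cells; cAMP rise reported by CNG channel membrane potential dye signal; 0% = forskolin plus galanin with DMSO and 100% = forskolin alone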
The depositor's hits bear a star; · = not tested or not shown. The order is random. Share with any hit: about 4.3%.

SMILES | GPR7 antagonist | VIM-2 inh | HCV NS3 hel inh | V1aR counter | IMP-1 inhibitor | OXTR ag | PHOSPHO1 inh | FID counter | GalR3 antagonist
Cc1ccc(N(CC(=O)NCC2CCCO2)C(=O)Cn2nnc(-c3cccs3)n2)cc1 (stereo not given) | -13 | -2.2 | -6 | -0.6 | -2.8 | -0.3 | 49 | -26 | -1
COc1cccc(-n2c(C)cc(/C=C3\C(=N)N4N=C(CC(=O)N5CCOCC5)SC4=NC3=O)c2C)c1 | 4 | -2.8 | 1 | 0.2 | -2.3 | 0.2 | 16 | -45 | 0
COCCOC(=O)C(CC(=O)O)NCc1ccco1 (stereo not given) | -9 | 1.0 | 24 | 0.3 | 0.4 | 1.1 | 19 | -6 | 3
CCc1cc2c(=O)n(CCC(C)C)c(=S)[nH]c2s1 | -10 | -1.4 | 1 | 3.1 | -2.4 | -2.1 | -65 | -4 | 4
COc1ccc(OC)c(CN2CCCC(C(=O)c3ccccc3SC)C2)c1 (stereo not given) | -7 | 0.7 | 0 | 3.0 | -1.0 | 3.2 | 52 | 9 | -3
O=C(O)c1cc(S(=O)(=O)N(Cc2ccccc2)c2cccc(C(F)(F)F)c2)ccc1Cl | -2 | 1.6 | -19 | 0.9 | -0.9 | -0.7 | 22 | -3 | -8
CC(CCc1ccccc1)NC(=O)CCN1N=C(c2ccccc2)CCC1=O (stereo not given) | -6 | -2.1 | 7 | -0.4 | -3.4 | -0.5 | -23 | -36 | -7
O=C(Nc1cn(-c2ccccc2)nc1-c1ccc(F)cc1)c1ccccc1 | -9 | -1.8 | -5 | 0.0 | -1.5 | -1.0 | 8 | -2 | -1
CC(C)(C)c1ccc(C(=O)NCCOc2ccccc2F)cc1 | 7 | -0.9 | -20 | -1.5 | -2.7 | -0.8 | 14 | -27 | -10
CCN(C(=O)CSc1nnc(COc2cccc(C)c2)o1)c1nc(C)cs1 | -15 | -2.3 | -1 | 0.3 | -1.3 | 1.1 | 54 | -28 | -7
CC(=O)c1ccc(NC(=O)CCC(=O)OCC(=O)c2cccc([N+](=O)[O-])c2)cc1 | -7 | 0.8 | -3 | 0.0 | -5.4 | 0.4 | 26 | -1 | ·
CC(C)c1[nH]nc2c1C(C(C)C)C(C#N)=C(N)O2 (stereo not given) | -6 | -1.5 | -10 | 2.9 | -1.1 | 3.0 | 5 | 2 | -2
O=C(Nc1cccc(-n2cnnn2)c1)c1cc(Cl)ccc1Cl | 1 | -1.0 | 1 | 4.0 | -2.3 | 3.4 | 24 | -14 | -7
COC(=O)c1nccnc1C(=O)Nc1ccccc1N1CCOCC1 | -12 | 0.3 | 26 | 0.4 | 1.4 | 0.5 | 33 | -9 | -2
O=C(Nc1ccc(-c2n[nH]c(=S)o2)cc1)c1ccccc1Br | -8 | -2.0 | 4 | 0.4 | -3.7 | 0.2 | 14 | -10 | -6
O=C(Cc1cccs1)N/N=C/c1ccccn1 | 2 | -3.5 | 10 | -0.7 | -5.1 | -0.4 | -8 | -8 | -4
[O-][n+]1onc2c1CCC1N(O)C(c3ccccc3)CC21O (stereo not given) | -6 | 3.8 | 1 | 1.1 | -2.5 | -0.7 | 10 | 1 | -6
COc1ccc(-c2csc3ncnc(N4CCN(c5ccc(OC)cc5)CC4)c23)cc1 | 3 | -2.5 | -10 | -0.6 | -0.5 | -2.4 | 18 | -20 | -1
CSc1cccc(NS(=O)(=O)c2cccc3nsnc23)c1 | 6 | 0.3 | 1 | 0.0 | -1.3 | -0.4 | 3 | 2 | -8
COc1cccc(CNC(=O)CC2C(=O)NCCN2Cc2ccoc2)c1OC (stereo not given) | 0 | -4.5 | 3 | 1.5 | -2.9 | 0.4 | 32 | -6 | -6
CC(OC(=O)c1cccs1)C(=O)Nc1nc(-c2ccccc2)cs1 (stereo not given) | -7 | -3.0 | -8 | -1.2 | -5.4 | -1.7 | 3 | -5 | -2
O=C(Cc1ccccc1)Nc1ccc(F)cc1 | -8 | -2.2 | 10 | 0.3 | -2.2 | 0.1 | 24 | -2 | -1
COC(=O)c1c(C)oc2ccc(NS(=O)(=O)c3cccs3)cc12 | -15 | -0.3 | -11 | 5.0 | -1.9 | 6.5 | 31 | -12 | -5
O=C1CNC(=S)N1Cc1cccc(Cl)c1 | 13 | -0.1 | 2 | 0.5 | -2.1 | 1.4 | · | 3 | -9
COc1cccc(C(=O)Nc2ccc3c(c2)C(=O)NC3=O)c1 | 3 | 0.3 | 1 | 0.2 | -1.1 | 0.2 | 20 | -2 | 2

Exported field by field: four of the compounds above.
O=C(Cc1ccccc1)Nc1ccc(F)cc1
  GPR7 antagonist: -8; VIM-2 inh: -2.2; HCV NS3 hel inh: 10; V1aR counter: 0.3; IMP-1 inhibitor: -2.2; OXTR ag: 0.1; PHOSPHO1 inh: 24; FID counter: -2; GalR3 antagonist: -1

O=C(Nc1ccc(-c2n[nH]c(=S)o2)cc1)c1ccccc1Br
  GPR7 antagonist: -8; VIM-2 inh: -2.0; HCV NS3 hel inh: 4; V1aR counter: 0.4; IMP-1 inhibitor: -3.7; OXTR ag: 0.2; PHOSPHO1 inh: 14; FID counter: -10; GalR3 antagonist: -6

O=C(O)c1cc(S(=O)(=O)N(Cc2ccccc2)c2cccc(C(F)(F)F)c2)ccc1Cl
  GPR7 antagonist: -2; VIM-2 inh: 1.6; HCV NS3 hel inh: -19; V1aR counter: 0.9; IMP-1 inhibitor: -0.9; OXTR ag: -0.7; PHOSPHO1 inh: 22; FID counter: -3; GalR3 antagonist: -8

COc1cccc(-n2c(C)cc(/C=C3\C(=N)N4N=C(CC(=O)N5CCOCC5)SC4=NC3=O)c2C)c1
  GPR7 antagonist: 4; VIM-2 inh: -2.8; HCV NS3 hel inh: 1; V1aR counter: 0.2; IMP-1 inhibitor: -2.3; OXTR ag: 0.2; PHOSPHO1 inh: 16; FID counter: -45; GalR3 antagonist: 0

Next section:
SMILES | GPR7 antagonist | VIM-2 inh | HCV NS3 hel inh | V1aR counter | IMP-1 inhibitor | OXTR ag | PHOSPHO1 inh | FID counter | GalR3 antagonist
O=C(NC1CCCC1)c1cccc(NC(=O)c2ccco2)c1 | -1 | -4.2 | -3 | 1.2 | -2.1 | 0.1 | 31 | -4 | -2
CC(C)CNC(=O)c1cccc(NC(=O)c2ccco2)c1 | -14 | -2.3 | -1 | -0.5 | -4.0 | -0.7 | -11 | -1 | 0
COc1ccc(C(N)=O)cc1NC(=O)c1cccc(F)c1 | -7 | -3.4 | -4 | -0.9 | -6.4 | -0.4 | 44 | 1 | 0
N#CCC(=O)N/N=C/c1ccc(OCC(=O)Nc2ccc(F)cc2)cc1 | -2 | -1.4 | -13 | 0.3 | -1.9 | -0.2 | -3 | -2 | 0
CCc1nnc(NC(=O)c2ccc(COc3cccc(C)c3)o2)s1 | -2 | -0.9 | 4 | -0.4 | -2.4 | 0.6 | 11 | -18 | -9
COc1ccc(-c2c[n+]3c(n2-c2ccccc2)CCCCC3)cc1 | 2 | 0.1 | -3 | 0.1 | -0.8 | 0.1 | -25 | 15 | -2
Cc1ccc(C2=NCCNC2=O)c(C)c1 | -11 | -5.6 | 11 | 0.2 | -3.5 | 0.3 | -2 | -6 | -5
Cc1ccccc1C(=O)Nc1ccc2nc3n(c(=O)c2c1)CCCC3 | -12 | -5.2 | -4 | 4.9 | -3.1 | -0.6 | -59 | -16 | -10
Cc1ccccc1-n1c(=O)cc(N2CC(C)OC(C)C2)[nH]c1=O (stereo not given) | -5 | -3.2 | 1 | 0.4 | -1.7 | 0.6 | 4 | 0 | -5
CCCNc1c(NS(=O)(=O)c2ccc(C3CCCCC3)cc2)c(=O)oc2ccccc12 | -9 | -3.5 | 9 | 0.1 | -5.7 | -0.5 | 3 | -15 | ·
C=CCN1C(=O)c2oc3ccccc3c(=O)c2C1c1ccc(O)c(OC)c1 (stereo not given) | -8 | 0.2 | 7 | -0.5 | -3.5 | -0.6 | 2 | -5 | 7
CCC(Sc1nc2ccccc2c(=O)n1CC1CCCO1)C(=O)NCc1cccnc1 (stereo not given) | -11 | -2.5 | 8 | 0.0 | -1.8 | -0.2 | 13 | -14 | -5
N#CCc1ccc(NC(=O)/C=C/c2ccc([N+](=O)[O-])o2)cc1 | -1 | 0.7 | 20 | · | -0.3 | · | 8 | -5 | ·
O=C(Nc1c2c(nn1-c1ccc(Cl)cc1)CS(=O)(=O)C2)C1CC1 | 4 | -1.2 | 2 | -0.6 | -4.0 | -1.1 | 14 | -2 | 0
C=CCc1cc(C)ccc1OCCOCCN1CCN(C)CC1 | -2 | 2.2 | -8 | 0.2 | 1.7 | -0.1 | 18 | 12 | -10
CCOC(=O)C(=O)Cc1nc2ccccc2s1 | -12 | -2.1 | 11 | 3.7 | -4.0 | 1.6 | 15 | -6 | 3
COCCN1CCN(C(=O)c2cc(COc3ccc(Cl)cc3OC)on2)CC1 | -5 | -2.4 | 6 | -0.2 | -1.3 | 0.6 | 28 | -14 | 6
CNCc1cn2cc(Cl)ccc2n1 | 1 | 0.8 | 12 | -0.4 | -0.8 | -0.9 | -54 | -2 | 10
C#CCn1ccc(O)c(Cc2c(F)cccc2Cl)c1=O | -9 | -0.7 | 4 | -0.8 | -2.8 | -0.4 | -4 | -3 | -4
CC(C)(C)NC(=O)NC(=O)Cn1cc(C(F)(F)F)ccc1=O | -8 | -2.6 | 8 | 0.0 | -3.2 | -0.3 | 3 | -3 | 3
CN(C)C(=O)c1cn(-c2ccccc2)nc1-c1cc2ccccc2o1 | -9 | -2.5 | -2 | -0.5 | -1.4 | -2.7 | 3 | -26 | -4
CCN(CC)Cc1c(O)ccc2c(=O)c(Oc3ccccc3OC)coc12 | -6 | -3.9 | 10 | 0.5 | -1.2 | 0.0 | 22 | 1 | -1
Cc1ccc(OCC(=O)Nc2ccccc2N2CCCC2)c(C)c1 | -7 | -0.7 | 0 | -0.6 | -2.2 | -1.8 | 6 | -7 | 4
COCCn1c(SCC(=O)Nc2sccc2C(N)=O)nc2cc(Cl)ccc2c1=O | 11 | -1.2 | -14 | 6.3 | -0.3 | 12 | 30 | -10 | -6
CCOc1ccc(OCc2ccc(C(=O)N(C)c3ccccc3)o2)cc1 | 5 | -0.5 | -10 | · | -0.1 | · | 19 | -33 | -11
COc1ccc2ccc(OC)c(/C=N/n3cnnc3)c2c1 | -5 | -0.4 | 11 | 0.4 | -0.4 | -0.3 | -13 | -14 | -8
COc1ccccc1-c1coc2c(CN3CCCC(C)C3)c(O)ccc2c1=O (stereo not given) | 7 | -0.1 | 30 | 0.9 | -2.3 | 0.1 | 40 | -6 | -13
O=C(NCCO)c1ccc(-c2nnc(N3CCOCC3)c3ccccc23)cc1 | -2 | -0.2 | 2 | -0.7 | -2.8 | -1.2 | 13 | -9 | 0
COc1cccc(C(=O)NCCNC(=O)c2ccco2)c1 | -19 | -1.8 | -4 | 0.3 | -1.9 | 1.7 | 36 | -1 | -2
